Assay outcomes: PubChem BioAssay, several laboratories
AI-2 QS mod: modulates the Vibrio harveyi AI-2 quorum sensing system | Vibrio harveyi JMH597 AI-2 luminescence/OD600 ratio, 9 h; stronger effect = lower value; strain lacks LuxN and CqsS sensors; 0 = neutral-control median | activity change, % at 7.5 µM | actives 0.4% (n = 300,000) | AID 2094; in the data active = activity change below about -75%, passing the limit was not always enough; inconclusive = no clear call, values can overlap the other calls;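 note: luminescence divided by OD600 gain over 9 h not by final OD600 alone; inactives centre near 13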
HIF act: HIF pathway transcriptional activation; U2OS HRE-luciferase reporter, luminescence; normalized: DMSO 0%, desferrioxamine 100%; activation, % at 7.5 µM (by protocol); actives 0.32% (n = 300,000);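 active = mean activation of at least 10% of the iron chelator positive control signal, with at least half of replicates also reaching 10%; inconclusive = mean and replicate majority disagree about reaching 10%; inactive = mean and most replicates under 10%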
IEC-6 tox: IEC-6 cytotoxicity, counter-screen for KLF5 inhibitors; luminescence viability; actives 0.78% (n = 290,000); inhibition, % at 5 µM; AID 1825; in the data active = inhibition above about 22%;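 note: 0% = plate median of test compound wells and 100% = cytotoxic reference compound wells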
HDAC3 inh: human HDAC3 inhibition; inhibition, % at 8.3 µM; recombinant HDAC3, fluorogenic peptide/trypsin coupled, fluorescence; AID 2718; actives 0.15% (n = 320,000); in the data active = inhibition above about 26%, passing the limit was not always enough; inconclusive = no clear call, values can overlap the other calls
Target sequence (O15379 whole entry, looked up): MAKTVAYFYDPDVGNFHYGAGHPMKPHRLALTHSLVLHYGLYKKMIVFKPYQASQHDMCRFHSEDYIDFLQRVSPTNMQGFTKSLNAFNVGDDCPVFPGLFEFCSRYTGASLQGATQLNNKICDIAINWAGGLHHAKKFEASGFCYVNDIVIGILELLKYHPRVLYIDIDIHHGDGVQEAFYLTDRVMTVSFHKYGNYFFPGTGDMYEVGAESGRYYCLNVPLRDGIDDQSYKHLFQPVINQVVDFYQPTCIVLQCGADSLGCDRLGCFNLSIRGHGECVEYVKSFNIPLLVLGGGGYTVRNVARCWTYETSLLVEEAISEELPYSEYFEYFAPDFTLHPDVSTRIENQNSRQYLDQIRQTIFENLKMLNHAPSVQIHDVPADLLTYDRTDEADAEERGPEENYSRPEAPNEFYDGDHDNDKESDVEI
Platelet DG rel: platelet dense granule release activity. human platelet-rich plasma, SFLLRN dense granule ATP release, luminescence. inhibition, %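 (compounds screened at 7.5 µM in platelet-rich plasma)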. actives 0.22% (n = 300,000);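 active = mean replicate score, as percent of positive control, at or above 50; inconclusive = mean below 50 but at least one replicate at or above 50; inactive = mean and every replicate below 50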
aSyn UTR inh: 5' untranslated region of α-synuclein, MLPCN primary screen; alpha-synuclein 5'UTR reporter, inhibitor activity; inhibition, % (tested at 7.5 µM); actives 0.82% (n = 300,000); in the data active = inhibition above about 60%; inconclusive = no clear call, values can overlap the other calls;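 note: H4 neuroglioblastoma cells stably carrying SNCA 5'UTR luciferase fusion; 0% = DMSO wells and 100% = positive control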
HSF1 inhib: HSF1 inhibition; NIH3T3-HGL HSE-luciferase, MG132-induced, luminescence 8 h; stronger effect = lower value; activity change, negative = inhibition, % at 7.5 µM (by protocol); actives 0.77% (n = 300,000);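 active = more than half of replicate wells show activity change below -50%, luminescence cut by over half; inconclusive = some wells, but at most half, below -50%; inactive = no replicate well below -50%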;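 note: luciferase reports HSF-1 transcriptional activity via heat shock element; 0% = median of DMSO wells and -100% = zero luminescence signal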
HSF1 activator: increases HSF-1 driven luciferase reporter signal; NIH3T3-HGL HSF-1 luciferase reporter, MG132, 8 h; 100% = twice DMSO control signal; activation, % at 9 µM; actives 1.7% (n = 300,000); AID 504408;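 active = mean replicate activation of at least 50% with a set share of replicates each reaching 50%; inconclusive = only one of those two conditions met; inactive = mean below 50% and too few replicates reaching it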;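 note: 0% = median of the neutral control wells and 100% = twice that signal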
KLF5 inh: suppresses KLF5 promoter-driven expression. DLD-1 KLF5 promoter-luciferase reporter, luminescence. AID 1700. inhibition, % at 5 µM. actives 0.23% (n = 290,000);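 active = inhibition above a per-plate limit of that plate's mean compound inhibition plus 3 SD, cut at about 60% in these data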;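 note: 0% = DMSO wells and 100% = LY294002 at 200 µM; higher means less KLF5 promoter-driven luciferase light; inactives centre near -14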
HSP90 inh: inhibitors of HSP90 luciferase refolding in rabbit reticulocyte lysate; luciferase refolding luminescence, 3 h; inhibition, % at 5.6 µM; actives 0.91% (n = 290,000);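 active = inhibition above the screen-wide mean plus 3 SD, computed separately per campaign, cut at about 16% in these data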;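 note: 0% = DMSO wells and 100% = 60 µM geldanamycin wells; inhibitors lower the luminescence because luciferase stays unfolded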
Starred values were filed as active, the others as inactive; ? = inconclusive; · = not tested or not shown. Compounds as they come. Share with any hit: about 5%.

entry | smiles | AI-2 QS mod | HIF act | IEC-6 tox | HDAC3 inh | Platelet DG rel | aSyn UTR inh | HSF1 inhib | HSF1 activator | KLF5 inh | HSP90 inh
1 | Cc1cccc(C)c1NC(=O)COC(=O)Cc1ccsc1 | 7 | -0.4 | 2 | 1 | 0 | 5 | -6 | -8 | -25 | 0
2 | CCC(Oc1ccccc1)C(=O)NC1CCCCCC1 (stereo unspecified) | 11 | 0.0 | -9 | 5 | 6 | 9 | -6 | 1 | 0 | 2
3 | COc1ccc(NS(=O)(=O)c2ccc(N3CCCC3=O)cc2)cn1 | 24 | 2.7 | 5 | 1 | -2 | 11 | -8 | -6 | 16 | 1
4 | CCOC(=O)C1(Cc2ccc(OC)cc2)CCN(C(=O)c2cncs2)CC1 | 0 | 1.0 | 0 | -4 | -4 | -60 | 0 | -3 | 0 | -4
5 | Cc1cc(NCc2ccccn2)n2nc(C)c(-c3ccccc3)c2n1 | 15 | · | 81* | 4 | · | · | · | · | 67* | 0
6 | O=C(CNC(=S)N(Cc1ccccc1F)C1CCCCC1)NCC1CCCO1 (stereo unspecified) | 14 | -0.7 | 4 | -5 | 5 | 37 | -4 | -1 | -12 | -2
7 | c1ccc(-c2nc(NCc3ccco3)c3ccccc3n2)nc1 | 42 | 4.1 | 14 | ? | 7 | 9 | -4 | 20 | -11 | 2
8 | O=[N+]([O-])c1ccc(P(=O)(Cc2ccccc2)c2ccccc2O)cc1 (stereo unspecified) | 0 | -3.1 | 0 | -4 | -5 | 15 | -1 | -4 | -22 | 10
9 | Cc1n[nH]c(C)c1S(=O)(=O)Nc1ccc2c(c1)OCCO2 | 8 | -0.3 | 1 | -2 | -2 | -13 | -62* | -63 | -22 | 5
10 | COC(=O)C(Cc1cnc(Cl)s1)(C(=O)OC)c1ccc([N+](=O)[O-])cc1 | 7 | -1.2 | 4 | 8 | 2 | -4 | 0 | -22 | -27 | -3
11 | CCOC(=O)N1CCN(S(=O)(=O)c2ccc(C)c(C)c2)CC1 | 3 | 0.2 | -3 | 4 | -5 | 9 | -6 | 13 | -24 | 3
12 | NCCCCCc1nnc(SCc2ccc(Cl)cc2Cl)o1 | 15 | -0.3 | -6 | 13 | 1 | 11 | 1 | 2 | -20 | -4
13 | Cc1noc(C(=O)Nc2cccc(Cl)c2)c1Cl | 2 | -18 | 0 | 1 | 2 | -79 | 18 | 39 | -53 | -2
14 | NS(=O)(=O)c1ccc(Nc2ccc([N+](=O)[O-])c3nonc23)cc1 | 54 | -0.8 | -1 | · | 0 | 8 | 4 | -11 | -28 | -3
15 | CN(C)/C(Cn1cncn1)=C1/N=C(c2ccccc2)OC1=O | 10 | -0.4 | -8 | 5 | 2 | 18 | -4 | -8 | -8 | 0
16 | COCCCNC(=O)c1ccc(-c2nc3ccccc3nc2-c2ccccc2)cc1 | 17 | 0.8 | · | -4 | 0 | 5 | 4 | -6 | · | ·
17 | CCOC(=O)CSC1=C(C#N)C(c2ccc(Cl)cc2)C(C(=O)OC)C(=O)N1 (stereo unspecified) | 1 | -0.1 | 3 | 1 | -9 | -1 | 1 | -1 | -24 | 5
18 | Cc1nnc(SCc2ccccc2)nc1-c1ccccc1 | -56 | 3.7 | · | 3 | -1 | -124 | 22 | 32 | · | ·
19 | COc1cc(C(=O)NCc2nnc(SCC(=O)Nc3cc(C)on3)o2)cc(OC)c1OC | -2 | -0.3 | -4 | -1 | 2 | 13 | -2 | -8 | -30 | -4
20 | COc1ccc(OC)c(C2=NO[C@@](CC(=O)O)(C(=O)Nc3ccc4c(c3)OCCO4)C2)c1 | 15 | -2.7 | -1 | -4 | 10 | -15 | -2 | 1 | -20 | 3
21 | COc1cccc(NC(=O)C2CCCN2C(=O)Nc2ccccc2)c1 (stereo unspecified) | -7 | 0.1 | -2 | -1 | -1 | 11 | -1 | -17 | -6 | -3
22 | O=C1CN(C(=O)CN2C(=O)NC3(CCCCC3)C2=O)c2ccccc2N1 | 12 | -0.5 | -8 | 0 | 4 | 11 | 6 | -8 | -36 | -1
23 | CCCCCCC(=O)OCC(=O)c1ccc2c(c1)NC(=O)CO2 | -12 | 0.4 | -7 | 7 | 2 | -9 | -2 | 3 | 2 | -4
24 | O=C(NCc1ccccn1)c1cc(-c2ccccc2)nc2ccccc12 | 16 | 0.3 | 8 | 10 | -1 | -2 | -2 | 2 | -11 | -2
25 | Cn1nc(-c2ccc(C(=O)NCCO)cc2)c2ccccc2c1=O | 0 | 0.4 | 0 | -5 | -13 | -1 | -10 | -8 | 1 | 2
26 | CCCn1c(CC)nc([N+](=O)[O-])c1Sc1ccc(C)cc1 | 8 | -0.5 | -2 | 14 | -8 | -6 | 10 | 28 | 8 | 0
27 | COC(=O)COc1ccc(NC(=O)C2CCCO2)cc1 (stereo unspecified) | 13 | 0.1 | -6 | 2 | 2 | -5 | -8 | -10 | -22 | -1
28 | CC(=O)Oc1ccc(/C=C2/SC(=S)N(Cc3ccccc3)C2=O)cc1 | 13 | 0.0 | 3 | -4 | 0 | 5 | -9 | 8 | -5 | 2
29 | CCN(CC)S(=O)(=O)c1cc(C(=O)OCC(=O)c2ccc3c(c2)NC(=O)CO3)ccc1Cl | 37 | 0.2 | 0 | 3 | 1 | -6 | -4 | 31 | -21 | 3
30 | CCn1c(CNc2ccc(Cl)cc2)nnc1SCC#N | 8 | -0.4 | -3 | -2 | -1 | -28 | 13 | 32 | 2 | -3
31 | COc1ccc(/C=N/OC(=O)c2ccc(Cl)cc2)c(Cl)c1OC | 12 | 0.2 | 1 | 0 | -5 | -24 | -9 | -17 | -11 | 3
32 | O=C(C1CCN(c2ncnc3c2nc2n3CCCCC2)CC1)N1CCCCC1 | -7 | 0.4 | 3 | -6 | -3 | 1 | -2 | 6 | -29 | 2
33 | Cc1cc(S(=O)(=O)NCC(c2ccc3c(c2)OCO3)N2CCOCC2)ccc1F (stereo unspecified) | -11 | -0.2 | · | 2 | -44 | -6 | 1 | 14 | · | ·
34 | CCC1Oc2nc(SC)nnc2-c2ccccc2N1C(=O)c1ccccc1 (stereo unspecified) | 10 | 0.2 | 8 | 3 | 6 | -17 | -8 | -8 | -126 | 10
35 | CCOC(=O)C1CCN(C(=O)CCCCn2c(=O)[nH]c3ccccc3c2=O)CC1 | 19 | 0.1 | 0 | -3 | 2 | -4 | 5 | -12 | -15 | 2
36 | COc1ccccc1Nc1ncc(C(=O)N2CCC(C(N)=O)CC2)c2ccccc12 | · | · | 2 | 9 | · | · | · | · | -9 | 0
37 | CC(C)CNC(=S)N1CCN(Cc2ccc3c(c2)OCO3)CC1 | 24 | -0.2 | -3 | -1 | 4 | 10 | -1 | 3 | -32 | -4
38 | CC(=O)Nc1c(NC(C)(C)C)c2ccccc2oc1=O | 25 | -0.3 | 1 | 2 | -4 | -4 | -6 | -3 | 8 | 1
39 | COc1ccc(-n2c(C)c(C)c3c(NCCCO)ncnc32)cc1 | 28 | -22 | 1 | 1 | -1 | -81 | 6 | 14 | -66 | -4
40 | CCN1C(=O)[C@H]2[C@@H](c3ccc(-c4ccccc4)cc3)N3CCC[C@@]3(C(=O)OC)[C@H]2C1=O | -10 | 2.4 | · | 0 | -3 | -24 | -4 | 7 | · | ·
41 | O=C1c2ccccc2NC(c2ccccn2)N1c1ccccc1F (stereo unspecified) | 12 | -0.3 | -3 | -24 | 6 | -2 | 4 | -21 | 9 | -5
42 | COc1ccc(C)cc1NCc1cccc(OC)c1OC | -1 | -0.4 | 0 | 2 | 1 | -8 | -4 | 4 | -13 | -6
43 | O=C(c1ccc(OC2CCN(Cc3ccccc3C(F)(F)F)CC2)cc1)N1CCCCC1 | 39 | -0.5 | 3 | 9 | -12 | 0 | 12 | 23 | 19 | -5
44 | COc1ccc(C)cc1S(=O)(=O)N1CCCCC1 | 4 | 0.0 | -1 | 2 | -13 | 5 | 8 | 33 | -2 | -2
45 | Cc1ccc2c(c1)cc(CN(C(=O)N1CCOCC1)C1CCCC1)c1nnnn12 | 5 | 0.2 | -3 | 2 | 4 | -22 | 3 | 5 | -28 | -1
46 | Cc1cc([N+](=O)[O-])c(C)cc1-c1ccc(/C=N/NC(=O)c2cccnc2)o1 | 26 | -0.7 | -8 | 4 | 0 | 4 | 13 | 19 | -7 | 3
47 | Clc1ncc(CN2CCN(c3ccccc3)CC2)s1 | 13 | -1.0 | -4 | 0 | -2 | 25 | -42 | -53 | -16 | -4
48 | CCOC(=O)N1CCN(S(=O)(=O)c2c(C)nc3scc(C)n3c2=O)CC1 | 16 | 0.1 | 7 | -2 | -24 | 7 | 3 | 0 | 0 | 1
49 | CC1CN(S(=O)(=O)c2ccccc2)CC(C)O1 (stereo unspecified) | 39 | -0.3 | -6 | -3 | 2 | 8 | -7 | -14 | 12 | 1
50 | O=C(Nc1nccs1)c1cc(Cl)nc2ccccc12 | 23 | -0.2 | 7 | -8 | -2 | 16 | -7 | 3 | -7 | 5
51 | Cc1cc(C)c(C#N)c(SCC(=O)C(C)(C)C)n1 | 19 | · | 2 | 0 | -17 | -19 | -1 | 13 | 14 | 0
52 | CC(C)(C)NC(=O)CSc1nc2[nH]ncc2c(=O)[nH]1 | 13 | -0.2 | 0 | 0 | 10 | 4 | 5 | -3 | -21 | -2
53 | Cc1cc(C)c(C)c(S(=O)(=O)N2CCN(Cc3nc4ccccc4[nH]3)CC2)c1C | · | -0.2 | 7 | 8 | 9 | 6 | -5 | 4 | 34 | 1
54 | C=CCNc1nc(C(=O)OCC(=O)Nc2ccc(S(N)(=O)=O)cc2)cs1 | 3 | -0.2 | · | 5 | 6 | -14 | 4 | -3 | · | ·
55 | CCc1cccc(CC)c1NC(=O)CCCSc1nc2ccccc2s1 | 8 | 0.1 | -1 | 2 | -2 | 6 | 2 | 0 | -9 | -1
56 | O=C(CNC(=O)/C(=C\c1ccccc1)NC(=O)c1ccc(Br)cc1)OCc1ccccc1 | 51 | 0.3 | 3 | 1 | 1 | 5 | -4 | -11 | 7 | 1
57 | N#C/C(=C(/O)CN1CCOCC1)c1nc2ccccc2s1 | 19 | 0.3 | 9 | 3 | 7 | -16 | 5 | 27 | -43 | -4
58 | O=C(NCC1CC1)NC(=O)c1c(F)cccc1Cl | 15 | 0.7 | -5 | 3 | 10 | -20 | 3 | 9 | -18 | -1
59 | CCCNCC1C(Oc2ccc(Cl)cc2Cl)C(=O)N1c1cccc(C)c1C (stereo unspecified) | 13 | -0.1 | 0 | 7 | 2 | 18 | 8 | 6 | -7 | 1
60 | CC12CCC(C(=O)NCc3ccccc3Cl)(CC1=O)C2(C)C (stereo unspecified) | -10 | -0.3 | 2 | 0 | 3 | 26 | 7 | 5 | -47 | 0
61 | CCc1ccc(NC(=S)Nc2cccc(OC)c2)cc1 | -19 | 1.8 | 2 | 5 | -22 | -109 | 4 | -10 | -25 | 2
62 | CCc1ccc(NC(=O)Nc2cccs2)cc1 | 40 | 2.4 | -9 | -2 | 23 | -169 | 11 | 3 | -2 | 15
63 | CC(C)NC(=O)CSc1nc2ccccc2c(=O)n1CCCOC(C)C | 17 | -0.2 | -2 | 4 | 11 | 8 | -16 | -36 | -12 | -3
